FEN1 inh – inhibitors of human flap endonuclease 1; P39748; Recombinant FEN1 flap cleavage, fluorescence, 15 min; Potency, µM (doses to about 114 µM), inactives show at the top dose activity change, negative = inhibition, hits mostly inhibitors; hit rate 0.35% among 390,000; AID 588795; further: nearly all actives have a fitted effect of over 65% in size
Target sequence (P39748 whole entry, looked up): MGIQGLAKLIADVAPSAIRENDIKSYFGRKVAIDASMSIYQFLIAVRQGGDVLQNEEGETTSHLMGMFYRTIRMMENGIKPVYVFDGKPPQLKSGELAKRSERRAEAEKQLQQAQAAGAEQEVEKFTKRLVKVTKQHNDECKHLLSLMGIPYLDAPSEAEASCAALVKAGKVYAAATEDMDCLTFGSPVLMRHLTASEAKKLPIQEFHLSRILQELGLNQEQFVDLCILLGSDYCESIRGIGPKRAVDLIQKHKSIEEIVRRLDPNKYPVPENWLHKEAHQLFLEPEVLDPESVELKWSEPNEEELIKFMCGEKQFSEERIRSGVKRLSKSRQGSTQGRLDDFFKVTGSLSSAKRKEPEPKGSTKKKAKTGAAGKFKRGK
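FEN1 at 10 nM preincubated with compounds 15 min at room temperature, then flap DNA substrate added at 50 nM final. Signal read at 0 and 15 min; concentration-response fitted with four-parameter Hill equation.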
GCN5L2 inh – GCN5L2 (KAT2A) acetyltransferase inhibition. GCN5L2 HAT assay, ThioGlo1 CoA-SH fluorescence. Q92830. hit rate 0.21% among 390,000. Potency, µM (highest dose often 58.9 µM), for inactives: top-dose activity change, negative = inhibition, hits mostly inhibitors
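qHTS, 1536-well. 20nM enzyme, pH 7.5 HEPES/EDTA/Tween-20 buffer; 15 min compound preinc., RT. Start: 75uM H3(1-25), 70uM AcCoA, 50uM ThioGlo1. Read Ex340/Em540 at t=0 (autofluorescence flag) and t=20 min.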
DT40 TDP1 CPT – growth inhibition of DT40 Tdp1-/-;hTDP1 cells with camptothecin (screen for TDP1 inhibitors); hit rate 12% among 420,000; Potency, µM (titrated, usually from 46.2 µM), without a hit: top-dose activity change, negative = growth inhibition, usual class: inhibitors; chicken DT40 Tdp1-/-;hTDP1 cells + 20 nM CPT, ATP luminescence, 48 h; further: nearly all actives have a fitted effect of over 55% in size
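Chicken DT40 Tdp1-/- cells complemented with human TDP1, 400 cells/well, exposed to compounds plus 20 nM camptothecin for at least 48 h at 37 C; viability read as ATP content by CellTiter-Glo luminescence.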
Starred values were filed as active, the others as inactive; & = joins results of further samples; [ ] = dose if it differs, or a comment. The call rests on the fitted dose curve; in most records, active means well fitted curve in the direction sought with a large enough effect; inconclusive means small, poorly fitted or top-dose-only effect, or another doubt; inactive means no such curve, though single readings can be large; an effect the other way counts as inactive or inconclusive. On the % scale 0 is the no-effect control and ±100 the full control effect; potency means the concentration at half of the fitted maximal effect.

COc1ccccc1Nc1nc(N)nc(CSC(=S)N2CCN(c3ccccc3)CC2)n1 was read as FEN1 inh 11%, GCN5L2 inh -7% and DT40 TDP1 CPT inconclusive.
`O=C(O)CCCNc1cc(N2CCN(C(=O)c3ccco3)CC2)c2noc3c2c1C(=O)c1ccccc1-3` gave FEN1 inh inconclusive, GCN5L2 inh -8% and DT40 TDP1 CPT inconclusive.
`CC(C)NC1(C(N)=O)CCN(Cc2ccccc2)CC1` gave FEN1 inh 7% and DT40 TDP1 CPT 12%.
`Cc1c(C(=O)N2CCC2)oc2c(F)cccc12` gave FEN1 inh 1%, GCN5L2 inh -10% and DT40 TDP1 CPT -4%.
For O=C(O)C/C(=C\c1cc2c(cc1Br)OCO2)c1nc2ccccc2s1 the results were FEN1 inh 7%, GCN5L2 inh -9% and DT40 TDP1 CPT -15%.
For COC(=O)c1cccc(N(CC(=O)NCC2CCCO2)C(=O)CCC(=O)Nc2cc(C)on2)c1 (stereo unspecified) the results were FEN1 inh -2%, GCN5L2 inh -3% and DT40 TDP1 CPT 13%.
Screening C=CCN(C(=O)CCC(=O)Nc1cc(C)on1)C(C(=O)NC(C)(C)CC)c1cccc(OC)c1OC (stereo unspecified) returned FEN1 inh -18%, GCN5L2 inh -4% and DT40 TDP1 CPT 2%.
`CC1(c2ccccc2)CC2CC(c3ccccc3)N1O2` (stereo unspecified) gave FEN1 inh 2%, GCN5L2 inh -1% and DT40 TDP1 CPT inconclusive.
For CC(=O)c1cccc(NC(=O)CN2CCN(Cc3ccccc3)CC2)c1 the results were FEN1 inh 8%, GCN5L2 inh 3% and DT40 TDP1 CPT -23%.
Screening C=CCn1c(SCC(=O)/C(C#N)=C(\C)N)nc2sc(C)c(C)c2c1=O returned FEN1 inh 8%, GCN5L2 inh -4% and DT40 TDP1 CPT -14%.
For CCOc1cccc2c1OC1(C)CC2NC(=O)N1c1cccc(C(=O)N2CCN(c3ccccn3)CC2)c1 (stereo unspecified) the results were FEN1 inh 0%, GCN5L2 inh -7% and DT40 TDP1 CPT -23%.
`Cc1noc(C)c1NC(=O)Nc1cccc2c1O[C@H](CN(C)S(=O)(=O)c1c(C)noc1C)[C@@H](C)CN([C@H](C)CO)C2=O` gave FEN1 inh -2%, GCN5L2 inh -1% and DT40 TDP1 CPT 13%.
CCC1CCC(C(=O)NC(C(=O)Nc2ccc3c(c2)OCCO3)C(C)C)CC1 (stereo unspecified) was read as FEN1 inh 6%, GCN5L2 inh -10% and DT40 TDP1 CPT -23%.
`CC1=C(C(=O)Nc2ccccn2)C(c2ccc(Cl)cc2)NC(=S)N1` (stereo unspecified) gave FEN1 inh -3%, GCN5L2 inh -10% and DT40 TDP1 CPT 0%.
For CCc1c(C)nc(Nc2nc(C)c3ccc(OC)cc3n2)[nH]c1=O the results were FEN1 inh 6%, GCN5L2 inh 5%[0.501 µM] and DT40 TDP1 CPT inconclusive.
For Cc1c(N=c2scc(-c3ccccc3)n2CCO)c(=O)n(-c2ccccc2)n1C the results were FEN1 inh -13%, GCN5L2 inh -12% and DT40 TDP1 CPT -8%.
Screening Cn1cc(CNC(=O)COc2ccc(Cl)cc2Cl)cn1 returned FEN1 inh -15%, GCN5L2 inh 0% and DT40 TDP1 CPT -9%.
COC(=O)C1=CO[C@@H](O[C@@H]2O[C@H](CO)[C@@H](O)[C@H](O)[C@H]2O)C2C(CO)=CCC12 (stereo partly specified) was read as FEN1 inh 18%&11%, GCN5L2 inh 0% and DT40 TDP1 CPT -3%.
For COc1cc([N+](=O)[O-])cc(/C=C2/SC(=S)N(Cc3ccccc3)C2=O)c1O the results were FEN1 inh 16µM*, GCN5L2 inh inconclusive and DT40 TDP1 CPT 16µM*.
`Cc1ccccc1Nc1nc(NCc2ccco2)c2ccccc2n1` gave FEN1 inh -23%, GCN5L2 inh -6% and DT40 TDP1 CPT 5.8µM*.
`CCCCC1=CC2=CC(=O)C(C)(OC(=O)CC)C(=O)C2=CN1C(CO)CO` (stereo unspecified) gave FEN1 inh 11%, GCN5L2 inh -6% and DT40 TDP1 CPT 5%.
O=c1cc(C(F)(F)F)[nH]c2c(C(F)(F)F)cccc12 was read as FEN1 inh 15%, GCN5L2 inh -2% and DT40 TDP1 CPT 18µM*.
For CC(C)C(=O)N1CCN(c2nc(-c3ccccc3)c3c(c2C#N)CC(C)(C)OC3)CC1 the results were FEN1 inh -4%, GCN5L2 inh -6% and DT40 TDP1 CPT inconclusive.
O=C(NCCCc1ccccc1)C(=O)NCC1OCCN1S(=O)(=O)c1ccccc1 (stereo unspecified) was read as FEN1 inh 9% and DT40 TDP1 CPT inconclusive.
For COc1cccc(NC(=S)NC2CC3CCCC(C2)N3CC(C)C)c1 (stereo unspecified) the results were FEN1 inh -1%, GCN5L2 inh 4% and DT40 TDP1 CPT inconclusive.
For COc1ccc(-c2cc3ccc(O)c(CN4CCC(C)CC4)c3oc2=O)cc1OC the results were FEN1 inh 1%, GCN5L2 inh -15% and DT40 TDP1 CPT -17%.
Screening COCC(=O)N1CCC(n2nnc3cc(C(F)(F)F)ccc32)CC1 returned FEN1 inh 2%, GCN5L2 inh 0% and DT40 TDP1 CPT -9%.
O=C(Cn1c(=O)n(-c2ccccc2Cl)c(=O)c2sc3ccccc3c21)NC1CCCC1 was read as FEN1 inh 3%, GCN5L2 inh -4% and DT40 TDP1 CPT -22%.
`CC(=O)N1CCC(=NNc2nc3ccccc3[nH]2)CC1` gave FEN1 inh -1%, GCN5L2 inh -2% and DT40 TDP1 CPT -24%.
Screening COC(=O)c1ccc(NC(=O)CSC2=Nc3ccccc3C3CC=NN23)cc1 (stereo unspecified) returned FEN1 inh -3%, GCN5L2 inh -14% and DT40 TDP1 CPT 23µM*.

Sorted by SMILES length (low to high): some entries from above
Screening Cn1cc(CNC(=O)COc2ccc(Cl)cc2Cl)cn1 returned FEN1 inh -15%, GCN5L2 inh 0% and DT40 TDP1 CPT -9%.
`Cc1ccccc1Nc1nc(NCc2ccco2)c2ccccc2n1` gave FEN1 inh -23%, GCN5L2 inh -6% and DT40 TDP1 CPT 5.8µM*.
O=c1cc(C(F)(F)F)[nH]c2c(C(F)(F)F)cccc12 was read as FEN1 inh 15%, GCN5L2 inh -2% and DT40 TDP1 CPT 18µM*.
For COc1cccc(NC(=S)NC2CC3CCCC(C2)N3CC(C)C)c1 (stereo unspecified) the results were FEN1 inh -1%, GCN5L2 inh 4% and DT40 TDP1 CPT inconclusive.
Screening COCC(=O)N1CCC(n2nnc3cc(C(F)(F)F)ccc32)CC1 returned FEN1 inh 2%, GCN5L2 inh 0% and DT40 TDP1 CPT -9%.
Screening COC(=O)c1ccc(NC(=O)CSC2=Nc3ccccc3C3CC=NN23)cc1 (stereo unspecified) returned FEN1 inh -3%, GCN5L2 inh -14% and DT40 TDP1 CPT 23µM*.
O=C(NCCCc1ccccc1)C(=O)NCC1OCCN1S(=O)(=O)c1ccccc1 (stereo unspecified) was read as FEN1 inh 9% and DT40 TDP1 CPT inconclusive.
O=C(Cn1c(=O)n(-c2ccccc2Cl)c(=O)c2sc3ccccc3c21)NC1CCCC1 was read as FEN1 inh 3%, GCN5L2 inh -4% and DT40 TDP1 CPT -22%.
For COc1cc([N+](=O)[O-])cc(/C=C2/SC(=S)N(Cc3ccccc3)C2=O)c1O the results were FEN1 inh 16µM*, GCN5L2 inh inconclusive and DT40 TDP1 CPT 16µM*.
For CC(C)C(=O)N1CCN(c2nc(-c3ccccc3)c3c(c2C#N)CC(C)(C)OC3)CC1 the results were FEN1 inh -4%, GCN5L2 inh -6% and DT40 TDP1 CPT inconclusive.
COC(=O)C1=CO[C@@H](O[C@@H]2O[C@H](CO)[C@@H](O)[C@H](O)[C@H]2O)C2C(CO)=CCC12 (stereo partly specified) was read as FEN1 inh 18%&11%, GCN5L2 inh 0% and DT40 TDP1 CPT -3%.

Additional records:
CCN(CC)c1ccc(Nc2nc(-c3cccnc3)cs2)cc1 was read as FEN1 inh -19%, GCN5L2 inh 5% and DT40 TDP1 CPT 0%.
Screening COc1ccc2c(C)c(CCC(=O)NCc3ccccc3OC)c(=O)oc2c1 returned FEN1 inh 3%, GCN5L2 inh -10% and DT40 TDP1 CPT -23%.
For COC(=O)c1ccccc1NC(=O)CCS(=O)(=O)c1ccc(Br)cc1 the results were FEN1 inh inconclusive, GCN5L2 inh -9% and DT40 TDP1 CPT -19%.
Screening O=C(CSCc1ccc([N+](=O)[O-])cc1)NC1CCCCCC1 returned FEN1 inh -6%, GCN5L2 inh -10% and DT40 TDP1 CPT -19%.
CCN(CC)S(=O)(=O)c1ccc2c(c1)nc(SCC(=O)NCC1CCCO1)n2CC (stereo unspecified) was read as FEN1 inh -2%, GCN5L2 inh 2% and DT40 TDP1 CPT -3%.
For COc1ccc(OCC(=O)N/N=C/C=C/c2ccccc2)cc1 the results were FEN1 inh -2%, GCN5L2 inh -3% and DT40 TDP1 CPT 1%.
Screening O=C(NC1CCSc2ccccc21)c1ccc([N+](=O)[O-])cc1 (stereo unspecified) returned FEN1 inh 12%, GCN5L2 inh -5% and DT40 TDP1 CPT inconclusive.
For CCOC(=O)c1c(C)[nH]c(C)c1C(=O)COC(=O)/C=C/c1ccc(Cl)cc1 the results were FEN1 inh -2%, GCN5L2 inh -5% and DT40 TDP1 CPT inconclusive.
CCOC(=O)c1[nH]c2ccc(OCC)cc2c1NC(=O)CN1CCC2(CC1)OCCO2 was read as FEN1 inh -3%, GCN5L2 inh inconclusive and DT40 TDP1 CPT inconclusive.
`Cc1ccc(C)c(S(=O)(=O)N2CCN(C(=O)CCNC(=O)c3ccc(Br)cc3)CC2)c1` gave FEN1 inh 1%, GCN5L2 inh -11% and DT40 TDP1 CPT 23µM*.
`CCCNC(=O)NC(=O)CN1CCCC1c1ccc2c(c1)OCCO2` (stereo unspecified) gave FEN1 inh -6%, GCN5L2 inh -4% and DT40 TDP1 CPT -25%.
O=C(CN1CCCCC1)c1c[nH]c2ccccc12 was read as FEN1 inh -2%, GCN5L2 inh -1% and DT40 TDP1 CPT -5%.
For CCOc1ccc(/C=C/C2=CC(C)(C)NC(=S)N2)cc1 the results were FEN1 inh -1%, GCN5L2 inh -2% and DT40 TDP1 CPT 15µM*.
O=C(CSc1cccc[n+]1[O-])Nc1cc(S(=O)(=O)N2CCOCC2)ccc1N1CCOCC1 was read as FEN1 inh 5%, GCN5L2 inh -2% and DT40 TDP1 CPT -1%.
Screening CC(=O)OC1COC(N2CCc3cc(Br)c([N+](=O)[O-])cc32)C(OC(C)=O)C1OC(C)=O (stereo unspecified) returned FEN1 inh 7%, GCN5L2 inh 1% and DT40 TDP1 CPT inconclusive.
Screening CN1CCN(Cc2c(C(=O)N3CCc4ccccc4C3)nc3ccc(Cl)cn23)CC1 returned FEN1 inh 20%, GCN5L2 inh 2% and DT40 TDP1 CPT -26%.
For COc1ccc(N=C(C)C2=C(O)COC2=O)cc1 the results were FEN1 inh -3%, GCN5L2 inh -4% and DT40 TDP1 CPT 1%.
For O=C(CNC(=O)c1ccco1)Nc1ccc(OC(F)F)cc1 the results were FEN1 inh 12%, GCN5L2 inh -16% and DT40 TDP1 CPT -6%.
For CC(C)C1O/C(=N/C(=O)Nc2ccc(Cl)c(Cl)c2)NC1=O (stereo unspecified) the results were FEN1 inh -5%, GCN5L2 inh -5% and DT40 TDP1 CPT inconclusive.
CC(C)(C)c1ccc(O)c(N=Cc2cc(Br)ccc2O)c1 was read as FEN1 inh 15%, GCN5L2 inh 0% and DT40 TDP1 CPT inconclusive.
Screening COc1ccc(Nc2cc(C)nc3ccc(OC)cc23)cc1 returned FEN1 inh inconclusive, GCN5L2 inh -10% and DT40 TDP1 CPT -4%.
Screening Cc1ccc(OCC(O)CN2C(=O)NC(C)(C)C2=O)cc1 (stereo unspecified) returned FEN1 inh 0%, GCN5L2 inh 3% and DT40 TDP1 CPT 10%.
Screening O=C(CSc1nc(-c2ccco2)cc(C(F)(F)F)n1)Nc1ccccc1C(F)(F)F returned FEN1 inh -3%, GCN5L2 inh 1% and DT40 TDP1 CPT inconclusive.
Screening Cc1ccc(Cn2ccc(NC(=O)c3cc(-c4ccc(Cl)cc4)on3)n2)cc1 returned FEN1 inh -7%, GCN5L2 inh -4% and DT40 TDP1 CPT -27%.
For CCn1c(=O)cc(SCC(=O)N2CCN(C(=O)c3ccco3)CC2)c2ccccc21 the results were FEN1 inh 6%, GCN5L2 inh 17% and DT40 TDP1 CPT -23%.
Screening CC(=O)N1CCN(c2ccc(NC(=O)c3ccc(OCc4ccccc4)cc3)cc2)CC1 returned FEN1 inh -8%, GCN5L2 inh -4% and DT40 TDP1 CPT inconclusive.
For Cc1c(NC(=O)/C=C/c2cccs2)c(=O)n(-c2ccccc2)n1C the results were FEN1 inh -1%, GCN5L2 inh -15% and DT40 TDP1 CPT -1%.

This is a subset; the hit share may differ from the screen's.
